Screens: PubChem, Dana-Farber Cancer Institute and Novartis Institutes for BioMedical Research (Cambridge, Mass)
USP28 inh – inhibitors of human USP28 deubiquitinase | Q96RU2 | purified USP28, Ub-rhodamine cleavage fluorescence, 30 min | inhibition, % at 25 µM | 3% of 47,000 active | AID 1645857
USP7 inh – human USP7 deubiquitinase inhibition. Q93009. purified USP7, Ub-rhodamine cleavage fluorescence. inhibition, % at 20 µM. 0.3% of 47,000 active. AID 1645854
USP30 inh – human USP30 deubiquitinase inhibition; Q70CQ3; inhibition, % at 25 µM; 5.3% of 47,000 active; AID 1645860; purified USP30, Ub-rhodamine cleavage fluorescence
UCHL1 inh – blocks human UCHL1 ubiquitin-rhodamine cleavage. inhibition, % at 20 µM. purified UCHL1, Ub-rhodamine cleavage fluorescence. 0.2% of 47,000 active
Target sequence (P09936 whole entry, looked up): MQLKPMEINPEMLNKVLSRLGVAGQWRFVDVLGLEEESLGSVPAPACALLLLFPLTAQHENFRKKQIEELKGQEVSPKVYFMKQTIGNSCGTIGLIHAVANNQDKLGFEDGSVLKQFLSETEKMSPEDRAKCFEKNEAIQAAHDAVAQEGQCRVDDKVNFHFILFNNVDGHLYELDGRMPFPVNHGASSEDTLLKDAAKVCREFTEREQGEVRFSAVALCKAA
USP8 block – inhibitors of human USP8 deubiquitinase | P40818 | purified USP8, Ub-rhodamine cleavage fluorescence, 30 min | inhibition, % at 20 µM | 4.2% of 47,000 active | AID 1645853
USP10 block – inhibitors of human USP10 deubiquitinase; Q14694; purified USP10, Ub-rhodamine fluorescence, 60 min; inhibition, % at 20 µM; 1.1% of 47,000 active
USP17 block – human USP17-like deubiquitinase inhibition; A8MUK1; purified USP17, Ub-rhodamine cleavage fluorescence, 3 h; 6.5% of 47,000 active; inhibition, % at 50 µM; AID 1645855
OTUD3 block – human OTUD3 deubiquitinase inhibition. Q5T2D3. purified OTUD3, Ub-rhodamine fluorescence, 2 h. inhibition, % at 25 µM. 0.7% of 47,000 active. AID 1645858
Target sequence (Q5T2D3 whole entry, looked up): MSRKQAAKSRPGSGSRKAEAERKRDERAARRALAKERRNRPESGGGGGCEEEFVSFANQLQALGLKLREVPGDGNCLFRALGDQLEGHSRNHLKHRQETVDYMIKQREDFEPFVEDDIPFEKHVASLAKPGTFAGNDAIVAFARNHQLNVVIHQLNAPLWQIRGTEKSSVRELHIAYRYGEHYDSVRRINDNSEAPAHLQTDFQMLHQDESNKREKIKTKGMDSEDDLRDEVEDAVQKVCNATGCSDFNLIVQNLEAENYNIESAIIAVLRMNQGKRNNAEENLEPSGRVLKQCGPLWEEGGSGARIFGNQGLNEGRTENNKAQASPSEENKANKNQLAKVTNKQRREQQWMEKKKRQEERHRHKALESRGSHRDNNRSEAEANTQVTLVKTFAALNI
Numbers without * were called inactive; i = inactive; . = no result given. Rule as the data show it: active = inhibition above about 30%; inactive = the rest.

No. | Molecule | USP28 inh | USP7 inh | USP30 inh | UCHL1 inh | USP8 block | USP10 block | USP17 block | OTUD3 block
1 | Cc1ccc(-c2n[nH]c3c2CN(C(=O)C2CCCO2)CC3)cc1 (stereo not given) | -6 | 0 | 0 | 2 | -11 | 1 | 1 | 1
2 | COc1cccc(C(=O)Nc2ccc(N3CCCC3=O)c(C)c2)c1OC | 7 | 3 | -3 | 0 | -10 | 4 | 2 | 0
3 | Cc1ccc(CNC(=O)c2cccc(-c3nc(-c4ccccc4)no3)c2)o1 | -8 | -5 | 0 | -2 | 5 | 3 | -12 | 4
4 | CSc1ccc(C2N=C(N3CCOCC3)Nc3nc(C)cc(=O)n32)cc1 (stereo not given) | 0 | -1 | -20 | -1 | -3 | -5 | -5 | -1
5 | Cc1cncc(C2CCCN2C(=O)c2ccc3nc(C)[nH]c3c2)n1 (stereo not given) | -16 | 0 | -8 | 0 | -1 | 4 | . | -4
6 | Cc1ccsc1C(=O)N1CCc2[nH]cnc2C12CCCCC2 | -3 | 0 | -5 | 0 | -1 | 0 | 0 | 1
7 | Cc1ccc(C(=O)N2C[C@H](Oc3cccnc3)[C@H]3OCCC[C@H]32)s1 | -4 | -5 | 3 | -2 | -39 | 2 | -2 | -2
8 | O=C(C(Sc1ccccc1)c1ccccc1)N1CCN(c2cccc(C(F)(F)F)c2)CC1 (stereo not given) | 23 | 17 | 31* | 10 | 7 | 10 | . | 14
9 | Cc1ccc2c(CNC(c3ccccc3)c3ccccc3)cc(=O)oc2c1C | -8 | 2 | -49 | -1 | 18 | -5 | 3 | -12
10 | Cc1cccc(NC(=O)N2CCCC2c2cc(C(C)C)on2)c1 (stereo not given) | 11 | -1 | 18 | 3 | 19 | 3 | 11 | 8
11 | CCOc1ccc(NC(=O)Cn2c(=O)n(CCC(=O)N3CCc4ccccc4C3)c(=O)c3ccccc32)cc1 | 8 | 3 | 22 | 4 | -3 | 14 | 17 | 20
12 | CN(Cc1ccc(Br)cc1)C(=O)c1cccc2cccnc12 | 6 | -4 | -13 | 0 | 4 | 2 | 2 | 5

Shown in transposed form: 7 of the compounds above.
5: Cc1cncc(C2CCCN2C(=O)c2ccc3nc(C)[nH]c3c2)n1 (stereo not given)
6: Cc1ccsc1C(=O)N1CCc2[nH]cnc2C12CCCCC2
7: Cc1ccc(C(=O)N2C[C@H](Oc3cccnc3)[C@H]3OCCC[C@H]32)s1
8: O=C(C(Sc1ccccc1)c1ccccc1)N1CCN(c2cccc(C(F)(F)F)c2)CC1 (stereo not given)
9: Cc1ccc2c(CNC(c3ccccc3)c3ccccc3)cc(=O)oc2c1C
10: Cc1cccc(NC(=O)N2CCCC2c2cc(C(C)C)on2)c1 (stereo not given)
11: CCOc1ccc(NC(=O)Cn2c(=O)n(CCC(=O)N3CCc4ccccc4C3)c(=O)c3ccccc32)cc1

| screen / no. | 5 | 6 | 7 | 8 | 9 | 10 | 11 |
| --- | --- | --- | --- | --- | --- | --- | --- |
| USP28 inh | -16 | -3 | -4 | 23 | -8 | 11 | 8 |
| USP7 inh | 0 | 0 | -5 | 17 | 2 | -1 | 3 |
| USP30 inh | -8 | -5 | 3 | 31* | -49 | 18 | 22 |
| UCHL1 inh | 0 | 0 | -2 | 10 | -1 | 3 | 4 |
| USP8 block | -1 | -1 | -39 | 7 | 18 | 19 | -3 |
| USP10 block | 4 | 0 | 2 | 10 | -5 | 3 | 14 |
| USP17 block | . | 0 | -2 | . | 3 | 11 | 17 |
| OTUD3 block | -4 | 1 | -2 | 14 | -12 | 8 | 20 |

Next entries follow:
No. | Molecule | USP28 inh | USP7 inh | USP30 inh | UCHL1 inh | USP8 block | USP10 block | USP17 block | OTUD3 block
13 | Cc1ccc(NC(=O)c2sc(N)nc2-c2ccccc2)cc1C | -1 | -4 | -1 | 0 | 0 | 5 | 26 | -13
14 | COCCCN(C(=O)c1ccncc1)c1nc(-c2ccccc2)cs1 | 0 | -5 | 4 | -1 | 0 | -1 | 3 | -2
15 | COc1ccc2[nH]c3c(N4CCN(c5ccccc5F)CC4)ncnc3c2c1 | 7 | -1 | 10 | 0 | 16 | 0 | 41* | 16
16 | CC(C)CN1C(=O)CCc2cc(NC(=O)Cc3cccc(F)c3)ccc21 | -4 | 0 | -10 | -2 | -7 | -1 | -6 | -9
17 | COc1cc(NC(=O)C(c2ccccc2)c2ccccc2)c(OC)cc1NC(=O)c1ccccc1 | 2 | 5 | -8 | -1 | -8 | -3 | 0 | -1
18 | COc1ncccc1CN1CCC2(CC1)CCN(c1ncccn1)C2 | -5 | 1 | -5 | -1 | -135 | 2 | -26 | -5
19 | CSc1ccc(NCc2cc3cc4c(cc3[nH]c2=O)CCC4)cc1 | 9 | 4 | -83 | -2 | 23 | 1 | 2 | -11
20 | CCn1c(N2CCCC(C(=O)NCc3ccccc3)C2)cc(=O)n(C)c1=O (stereo not given) | -20 | -5 | -30 | -2 | -82 | -5 | -28 | -8
21 | CC1(C(=O)NCc2ccc(F)cc2)CN(S(C)(=O)=O)CC(=O)N1c1cccc(F)c1 (stereo not given) | -9 | -12 | 1 | -1 | -2 | 0 | 1 | -5
22 | Cc1cnc(C2CN(C(=O)c3cccc4c3OCCO4)CCO2)[nH]1 (stereo not given) | -6 | 4 | -1 | 0 | -19 | -2 | -7 | -2
23 | Cn1cc(S(=O)(=O)Nc2ncn(Cc3cccc(Cl)c3)n2)cn1 | 0 | 3 | 3 | 0 | 0 | -2 | 1 | 0
24 | O=C(O)c1cc(-c2cccc3ccccc23)n[nH]1 | 1 | 5 | 19 | 0 | -81 | 1 | 3 | 11
25 | CCOc1ccc(NC(=O)COc2ccccc2C)c2cccnc12 | -6 | -4 | -18 | -5 | -1 | -5 | -4 | -14
26 | O=C(Nc1ccccc1Cl)c1ccn(COc2ccccc2F)n1 | 29 | 9 | 57* | 1 | 35* | 5 | 66* | 20
27 | COC(=O)Cc1c[nH]c2ccccc12 | -2 | 0 | 0 | 0 | -2 | -5 | -19 | 0
28 | O=C(NCC(F)(F)F)c1cccc2cccnc12 | 28 | 0 | -4 | -1 | -12 | -5 | 9 | 10
29 | COc1ccc(Cl)cc1NC(=O)C1CC(=O)NC(Nc2ccccc2)=N1 (stereo not given) | 9 | -1 | 10 | 2 | 14 | 1 | 6 | 8
30 | Cc1ccc(C)c(NC(=O)c2cc(=O)n(C)c3c2c(=O)n(C)c(=O)n3C)c1 | -10 | -4 | -29 | -3 | -17 | -4 | -9 | -9
31 | COc1ccc(C)cc1C(=O)CCC(=O)N1CCCC(c2[nH]nc3nccnc23)C1 (stereo not given) | -51 | -55 | -142 | -65 | -104 | -9 | -40 | -33
32 | COc1ccc(C(=O)O[C@H]2C[C@@]3(C)O[C@H]3[C@@H](OC(C)=O)[C@@]3(C)[C@@H](OC(C)=O)C[C@@](O)(C(C)C)[C@H]23)cc1OC | -2 | 3 | -3 | -2 | -8 | 0 | -10 | -1
33 | COc1ccc(S(=O)(=O)NCc2c(-c3ccccc3)noc2C)c(OC)c1 | 9 | -1 | 7 | 1 | 7 | 1 | 9 | 8
34 | O=C(Nc1ccc2[nH]c(=O)[nH]c2c1)c1cc2c(=O)n3ccccc3nc2s1 | -22 | 1 | -170 | 2 | -58 | -13 | -15 | -47
35 | O=C(NCCN1CCOCC1)c1cc(-c2cn(-c3ccccc3)cn2)n2ccccc12 | -89 | -32 | -364 | -23 | 20 | -5 | -114 | -84
36 | O=C(c1cnc2ccccc2c1)N1C[C@H]2CC[C@@H](Nc3cnccn3)[C@H]2C1 | 3 | 5 | 12 | 0 | 14 | 2 | 6 | 13

Printed as active in USP30 inh, of those listed so far:
No. | Molecule | USP28 inh | USP7 inh | USP30 inh | UCHL1 inh | USP8 block | USP10 block | USP17 block | OTUD3 block
8 | O=C(C(Sc1ccccc1)c1ccccc1)N1CCN(c2cccc(C(F)(F)F)c2)CC1 (stereo not given) | 23 | 17 | 31* | 10 | 7 | 10 | . | 14
26 | O=C(Nc1ccccc1Cl)c1ccn(COc2ccccc2F)n1 | 29 | 9 | 57* | 1 | 35* | 5 | 66* | 20

Additional structures.
No. | Molecule | USP28 inh | USP7 inh | USP30 inh | UCHL1 inh | USP8 block | USP10 block | USP17 block | OTUD3 block
37 | Cc1noc(-c2cccn2Cc2cc(F)cc(F)c2)n1 | 19 | 1 | -16 | 4 | 16 | 1 | 9 | 5
38 | COc1ccc2cc(C(=O)N3CCC(C(C)C(=O)NC4CCCC4)CC3)[nH]c2c1 (stereo not given) | -9 | -7 | -10 | -8 | -37 | -3 | . | -4
39 | O=C(c1ccc(F)c(F)c1)N1CCN(c2cc(-c3cccnc3)[nH]n2)CC1 | 10 | 3 | 14 | 1 | 4 | 2 | 6 | -18
40 | CSc1ccc(CCNC(=O)C2CCN(c3nc4ccccc4[nH]3)CC2)cc1 | 18 | -3 | -2 | -1 | -28 | 2 | -7 | -6
41 | COc1cccc(NC(=O)CNc2cc(C)nc3nc(-c4cccnc4)nn23)c1 | -28 | -6 | -85 | -6 | -24 | -8 | -36 | -25
42 | Cc1cc(C)c2nc(Nc3nc(C)cc(-c4ccccc4)n3)nc(C)c2c1 | -44 | 0 | -163 | 0 | -18 | -2 | -66 | -39
43 | O=C(Nc1nonc1-c1ccc(F)cc1)c1ccccc1Br | 19 | 1 | 20 | 3 | 23 | 2 | 21 | 9
44 | Cc1ccc(NC(=O)Cn2c(-c3cnccn3)nc(C)c(C)c2=O)cc1F | -6 | -4 | -4 | -5 | -5 | -7 | -8 | -5
45 | O=C(c1nc(Cc2c[nH]c3ccccc23)no1)N1CCOCC1 | -23 | -21 | -79 | -16 | 28 | -7 | -10 | -26
46 | CC(=O)Nc1ccc(-n2cnc(C(=O)NC3CCCCCC3)c2)nc1 | 8 | 0 | 21 | -3 | 11 | 3 | 17 | 0
47 | CCCCNC(=O)CN1CC[C@@]2(O)CCCC[C@H]2C1c1cc(OC)ccc1OC (stereo not given in full) | -9 | 0 | -16 | -2 | -45 | -10 | . | 0
48 | CC1=NS(=O)(=O)N(C)C=C1C(=O)OCc1ccc(F)cc1 | -178 | -84 | i | -87 | -123 | -8 | -140 | -126
49 | O=C1N[C@@H]2CCN(C(=O)c3cncc(O)c3)C[C@@H]2C/C=C/CCOc2ccccc21 | -19 | 0 | -18 | 1 | -13 | -1 | -6 | 1
50 | Cc1ccc(S(=O)(=O)N2CC(C)C(=O)Nc3ccccc32)cc1 (stereo not given) | -1 | -2 | -8 | -3 | 0 | 0 | -6 | -6
51 | COc1ccc(-c2nc(NC(=O)C3CC3)sc2C)cc1 | . | 0 | . | -4 | 3 | 3 | 30 | -7
52 | Cc1ccccc1S(=O)(=O)N=C(Nc1ccccn1)c1ccccc1 | 2 | 2 | 22 | 2 | 6 | 1 | 11 | 7
53 | Clc1cccc(Oc2ncc(CN3CCOCC3)s2)c1 | 4 | 1 | 13 | 1 | 5 | -2 | 8 | 1
54 | CCc1ccccc1NC(=O)CSc1nnc(-c2cnccn2)n1Cc1ccco1 | 10 | -2 | 27 | 0 | 8 | -2 | 1 | 14
55 | C=Cc1ccc(Cn2cc(S(=O)(=O)N3CCOCC3)ccc2=O)cc1 | 14 | 4 | -44 | 3 | 13 | 2 | 57* | 4
56 | COc1ccccc1CNC(=O)c1ccc([N+](=O)[O-])c(-c2cnn(C(C)C)c2)c1 | 7 | 1 | 7 | 5 | -153 | 6 | -13 | 10
57 | COc1ccccc1-c1c(NC(=O)c2ccc(C)cc2)n(C)c2ccccc2c1=O | 7 | 5 | 21 | 0 | 9 | -1 | 0 | 4
58 | O=C(N[C@@H]1CC[C@H]2C[C@@H]1[C@@H](O)CO2)C1(c2ccc(Cl)cc2)CCCC1 | -4 | -11 | -8 | 0 | 1 | 1 | -1 | -1
59 | c1cncc(CN2CCCn3cnc(Cn4cccn4)c3C2)c1 | 1 | 5 | 11 | 0 | -77 | 1 | -10 | 9
60 | CCn1ncc(CN(C)C(=O)c2cnn3c(C(F)F)cc(-c4ccc(OC)cc4)nc23)c1C | 10 | 1 | 19 | 2 | -1 | -1 | 0 | 5
61 | COc1ccccc1CNC(=O)C1(C)Cn2c(cc3ccccc32)C(=O)N1C1CC1 (stereo not given) | -6 | -21 | -5 | -4 | -4 | -1 | -6 | -6
62 | Cc1cccc(NC(=O)C2c3ccccc3C(=O)N(C)C2c2cccs2)n1 (stereo not given) | -10 | -1 | 1 | 0 | -4 | 1 | -7 | -9
63 | COc1ccc(OCC(=O)Nc2noc(-c3ccccc3)n2)cc1 | 16 | 2 | 24 | 1 | 15 | 0 | 24 | 17
64 | Cc1ccc(NC(=O)C2CCN(S(=O)(=O)c3cnc[nH]3)CC2)cc1Cl | 39* | -11 | -1 | 3 | -15 | 5 | -9 | -2
65 | CC(C)c1ccc(C2c3nc[nH]c3CCN2Cc2ccc(C#N)cc2)cc1 (stereo not given) | 11 | -34 | -26 | 4 | -4 | -3 | -5 | 0
66 | CC(=O)Nc1ccc(CN2CCCC(c3nc4ccc(F)cc4c(=O)[nH]3)C2)cc1 (stereo not given) | -1 | 1 | -5 | 0 | -1 | 1 | 0 | -2
